Screens deposited in PubChem BioAssay by National Center for Advancing Translational Sciences (NCATS).
Rhodamine fluor = qHTS Assay for Spectroscopic Profiling in Rhodamine Spectral Region. Rhodamine-region fluorescence, 547/598 nm, Tris buffer; stronger effect = higher value. max dye-equivalent concentration, M. 0.05% of 59,000 active; in the data active means max dye-equivalent concentration above about 11 nM; inconclusive means between about 1.1 nM and that limit
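Compounds in 100 mM Tris buffer, pH 8.0, were incubated 15 min at room temperature, then read at 547 nm excitation and 598 nm emission. Fluorescence was normalized against a per-plate six-point rhodamine standard curve as dye-equivalent concentration.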
USP2a inh = qHTS Assay for Inhibitors of Ubiquitin-specific Protease USP2a | Ubiquitin carboxyl-terminal hydrolase 2 (Homo sapiens), O75604 | USP2a enzymatic assay, qHTS inhibition | Potency, µM (highest dose often 38.3 µM), for inactives: top-dose activity change, negative = inhibition, most hits filed as inhibitors | 0.1% of 60,000 active | AID 927, 2007;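 further: potency means the concentration at half of the fitted maximal effect; nearly all actives have a fitted effect of over 60% in size; plate controls were DMSO for no effect and NEM full inhibition control for full effect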
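Inhibition is measured in a cell-free coupled assay with 20 nM USP2 core, 20 nM Ub-PLA2 and 20 uM NBD C6-HPC, 2.5 h incubation. Activity normalized to NEM control.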
A350 fluor = qHTS Assay for Spectroscopic Profiling in A350 Spectral Region; Compound autofluorescence, 340/450 nm, Alexa 350 dye-equivalents; stronger effect = higher value; max dye-equivalent concentration, M; 11% of 59,000 active; AID 590, 2007; in the data active means max dye-equivalent concentration above about 10 nM; inconclusive means mostly about 1.1 nM to 9.6 nM
Fluorescein autfl = qHTS Assay for Spectroscopic Profiling in Fluorescein Spectral Region | Compound autofluorescence, 480/540 nm, fluorescein-equivalent; stronger effect = higher value | max fluorescein-equivalent concentration, M | 0.91% of 59,000 active; in the data active means max fluorescein-equivalent concentration above about 10 nM; inconclusive means between about 1.1 nM and that limit
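Normalized response (dye-equivalent concentration) derives from comparing each well's 540 nm emission, under 480 nm excitation, with plate-resident fluorescein standards. Compounds were held in 100 mM Tris, pH 8.0, for 15 min at room temperature.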
HEK293 cAMP cs = qHTS Assay for Agonists of the Thyroid Stimulating Hormone Receptor: Activators of Intracellular cAMP Concentrations in Parental HEK 293; 2.5% of 73,000 active; parental HEK293 CNG cAMP sensor, membrane potential fluorescence; AID 938, 2007; Potency, µM (doses to about 57.1 µM), for the others: at the top dose activation, most hits filed as activators; further: potency means the concentration at half of the fitted maximal effect; % of control where 0% means no effect; nearly all actives have a fitted effect of over 55% in size
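Counterscreen for endogenous-receptor signalling: CNG-channel HEK 293 cells report cAMP rise by membrane depolarization. After 60 min dye equilibration with 100 uM RO 20-1724, compounds incubated 30 min before bottom-read fluorescence at 590 nm.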
Casp1 inh = qHTS Assay for Allosteric/Competitive Inhibitors of Caspase-1 | P29466 | Caspase-1 enzyme, Ac-WEHD-AFC fluorogenic rate | Potency, µM (top dose mostly 57.5 µM), for inactives: top-dose activity change, negative = inhibition, hits mostly inhibitors | 0.03% of 75,000 active | AID 900, 2007;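 further: potency means the concentration at half of the fitted maximal effect; plate controls were vehicle for no effect and no substrate for full effect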
4-MU autofl = qHTS Assay for Spectroscopic Profiling in 4-MU Spectral Region; compound autofluorescence, 340/450 nm, 4-MU equivalents; stronger effect = higher value; max dye-equivalent concentration, M; 11% of 59,000 active; in the data active means max dye-equivalent concentration above about 10 nM; inconclusive means mostly about 1.1 nM to 9.6 nM
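Compounds in 100 mM Tris, pH 8.0, sat 15 min at room temperature before fluorescence was read at 340 nm excitation/450 nm emission; a per-plate six-point 4-MU standard curve converted signals to dye-equivalent concentration at each compound concentration.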
Casp7 inh = qHTS Assay for Allosteric/Competitive Inhibitors of Caspase-7 | recombinant caspase-7, Ac-DEVD-AFC fluorescence rate | Potency, µM (series often up to 57.5 µM), for the others: at the top dose activity change, negative = inhibition, actives largely listed as inhibitors | 0.02% of 75,000 active | AID 889, 2007; active means well fitted inhibition curve with a large enough effect in the main read-out, with a control signal flat, not every such curve was filed as active; inconclusive means small, poorly fitted or top-dose-only effect, or a change in a side signal; further: potency means the concentration at half of the fitted maximal effect; % of control where 0% means no effect
BRCT inh red = qHTS Assay for Inhibitors of BRCT-Phosphoprotein Interaction (Red Fluorophore) | BRCT-phosphopeptide binding, red fluorescence polarization | Potency, µM (highest dose often 76.9 µM), for the others: at the highest dose activity change, negative = inhibition, actives largely listed as inhibitors | 0.03% of 75,000 active; further: on the % scale 0 is the no-effect control and ±100 the full control effect
Target sequence (P38398 whole entry, looked up): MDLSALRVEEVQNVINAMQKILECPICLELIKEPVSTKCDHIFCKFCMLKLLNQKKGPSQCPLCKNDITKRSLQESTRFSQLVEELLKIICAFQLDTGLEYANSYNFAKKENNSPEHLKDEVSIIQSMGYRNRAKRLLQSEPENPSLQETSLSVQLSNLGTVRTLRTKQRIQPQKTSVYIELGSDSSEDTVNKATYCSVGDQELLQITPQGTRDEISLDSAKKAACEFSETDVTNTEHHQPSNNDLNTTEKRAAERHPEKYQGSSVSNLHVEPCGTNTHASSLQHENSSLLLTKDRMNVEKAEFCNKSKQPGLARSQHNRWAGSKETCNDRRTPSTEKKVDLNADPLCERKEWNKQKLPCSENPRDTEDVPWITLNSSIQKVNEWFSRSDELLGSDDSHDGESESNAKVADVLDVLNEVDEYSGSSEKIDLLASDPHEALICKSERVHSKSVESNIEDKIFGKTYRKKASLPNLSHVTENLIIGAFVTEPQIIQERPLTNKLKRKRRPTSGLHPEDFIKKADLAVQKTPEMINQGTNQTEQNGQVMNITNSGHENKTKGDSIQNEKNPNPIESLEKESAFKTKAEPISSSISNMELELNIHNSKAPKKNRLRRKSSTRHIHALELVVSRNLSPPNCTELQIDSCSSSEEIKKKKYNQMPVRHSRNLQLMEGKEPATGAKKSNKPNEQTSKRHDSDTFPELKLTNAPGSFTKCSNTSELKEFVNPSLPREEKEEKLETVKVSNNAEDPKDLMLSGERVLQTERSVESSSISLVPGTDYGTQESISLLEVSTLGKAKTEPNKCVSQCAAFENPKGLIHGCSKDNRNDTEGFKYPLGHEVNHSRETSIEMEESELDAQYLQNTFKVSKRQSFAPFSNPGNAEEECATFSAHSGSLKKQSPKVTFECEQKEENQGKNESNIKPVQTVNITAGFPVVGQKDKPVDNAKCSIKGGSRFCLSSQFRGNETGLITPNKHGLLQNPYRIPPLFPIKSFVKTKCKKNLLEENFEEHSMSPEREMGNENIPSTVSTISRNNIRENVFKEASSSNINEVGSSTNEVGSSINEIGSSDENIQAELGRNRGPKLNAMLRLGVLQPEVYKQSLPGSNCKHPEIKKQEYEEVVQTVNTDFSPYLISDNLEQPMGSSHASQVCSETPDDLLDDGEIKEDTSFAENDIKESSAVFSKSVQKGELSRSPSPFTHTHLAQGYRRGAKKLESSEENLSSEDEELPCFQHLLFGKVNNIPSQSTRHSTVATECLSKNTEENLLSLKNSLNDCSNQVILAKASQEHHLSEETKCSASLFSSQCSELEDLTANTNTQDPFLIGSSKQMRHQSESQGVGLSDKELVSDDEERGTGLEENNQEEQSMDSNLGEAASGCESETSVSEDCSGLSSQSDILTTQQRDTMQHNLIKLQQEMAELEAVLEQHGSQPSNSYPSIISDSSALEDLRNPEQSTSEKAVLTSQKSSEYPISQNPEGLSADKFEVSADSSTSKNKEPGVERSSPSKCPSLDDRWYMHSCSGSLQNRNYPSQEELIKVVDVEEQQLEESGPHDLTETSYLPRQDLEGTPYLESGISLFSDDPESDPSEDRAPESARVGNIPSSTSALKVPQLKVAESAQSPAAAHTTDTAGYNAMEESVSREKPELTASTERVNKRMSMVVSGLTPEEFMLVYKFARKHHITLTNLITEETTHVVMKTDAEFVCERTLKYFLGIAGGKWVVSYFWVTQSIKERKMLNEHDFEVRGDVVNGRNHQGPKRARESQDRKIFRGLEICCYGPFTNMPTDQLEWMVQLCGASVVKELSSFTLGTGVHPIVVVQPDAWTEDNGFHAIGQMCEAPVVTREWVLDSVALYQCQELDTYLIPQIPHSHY
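Rhodamine-labelled pBACH1 10-mer (100 nM) bound to BRCT domain (100 nM) at pH 7.3; compounds incubated 12 min room temperature, polarization read. Free peptide defines full inhibition; unlabelled decapeptide titrated as control.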
Texas Red fluor = qHTS Assay for Spectroscopic Profiling in Texas Red Spectral Region. Compound fluorescence, Texas Red channel, 547/618 nm; stronger effect = higher value. 0.06% of 59,000 active. AID 587, 2007. max dye-equivalent concentration, M; in the data active means max dye-equivalent concentration above about 10 nM; inconclusive means between about 1.1 nM and that limit
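Texas Red-region profiling: compounds in 100 mM Tris pH 8.0 were read at 547/618 nm after 15 min at room temperature. Intensities were normalized against a six-point Texas Red standard series to give dye-equivalent concentration.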
BRCT inh green = qHTS Assay for Inhibitors of BRCT-Phosphoprotein Interaction (Green Fluorophore) | Breast cancer type 1 susceptibility protein (Homo sapiens), P38398 | BRCA1 BRCT-phosphopeptide binding, green fluorescence polarization | Potency, µM (highest dose often 76.9 µM), for the others: at the top dose activity change, negative = inhibition, actives largely listed as inhibitors | 0.05% of 75,000 active;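 further: potency means the concentration at half of the fitted maximal effect; plate controls were peptide without protein for full effect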
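Fluorescence polarization: His-tagged BRCT (~35 kDa BRCA1 C-terminus, 250 nM) bound to 100 nM fluorescein-labeled phosphorylated 10-aa BACH1 peptide, pH 7.3 phosphate buffer with DTT and Tween 20. Compounds incubated 12 min at room temperature; inhibition read as lowered polarization.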
The depositor's hits bear a star; i = inactive; ? = inconclusive; / = not tested or not shown; [ ] = another dose, or the depositor's remark. Unless noted, the call rests on the fitted dose curve; in most records, active means well fitted curve in the direction sought with a large enough effect; inconclusive means small, poorly fitted or top-dose-only effect, or another doubt; inactive means no such curve, though single readings can be large; an effect the other way counts as inactive or inconclusive.

Molecule | Texas Red fluor | 4-MU autofl | USP2a inh | Casp7 inh | A350 fluor | BRCT inh red | Casp1 inh | HEK293 cAMP cs | BRCT inh green | Rhodamine fluor | Fluorescein autfl
CC(C(=O)NC(=O)NCc1ccccc1)N1C(=O)c2ccccc2C1=O (stereo unspecified) | i | i | / | / | i | / | / | / | / | i | i
CN(Cc1ccco1)c1cc(-c2ccc3c(c2)OCO3)ncn1 | i | ? | 3% | -6% | ? | -0.3% | -2% | ? | 0.4% | i | i
O=C(NCc1cccs1)c1cccc(S(=O)(=O)N2CCCCC2)c1 | i | i | 8% | -1% | i | 0.3% | -1% | 9% | 0.3% | i | ?
COCc1[nH]nc2c1C(c1ccc(F)cc1F)C(C#N)=C(N)O2 (stereo unspecified) | i | i | 1% | 0% | i | -1.2% | -1% | ? | -2.4% | i | i
Cc1cc(NC(=O)CCC(=O)N(c2cccnc2)C(C(=O)NC2CCCC2)c2ccccc2F)no1 (stereo unspecified) | i | i | / | 1% | i | 0.4% | 1% | 6% | -2.0% | i | i
COc1ccccc1CNc1ncnc2ccc(-c3cccc(NS(C)(=O)=O)c3)cc12 | i | i | ? | -5% | i | 3.8% | -2% | 16% | -0.6% | i | ?
CC(=O)Nc1ccc(S(=O)(=O)N2CCCCC2c2cccnc2)cc1 (stereo unspecified) | ? | i | 3% | 1% | i | 0.4% | -1% | -9% | -1.4% | i | i
C=CCn1c(NCCO)nc2c1c(=O)n(C)c(=O)n2C | ? | i | 1% | 0% | i | -2.6% | 4% | 5% | -0.3% | i | i
CC(=O)Nc1nnc(SCC(=O)NC(C)(C)C)s1 | / | / | 1% | 0% | / | 0.2% | 1% | 2% | -0.5% | / | /
CCOC(=O)Cn1nnnc1C(CC)N(Cc1cc2c(C)cc(C)cc2[nH]c1=O)C1CCCC1 (stereo unspecified) | ? | i | -5% | -1% | ? | -0.2% | 1% | 0% | -2.7% | i | i
C=CCc1cccc(CNc2nc3ccccc3n2CCC)c1O | i | ? | ? | -3% | ? | -1.9% | -2% | -2% | -2.3% | i | ?
COc1ccc(C(=O)N2CCC[C@@]3(CCN(C(=O)Nc4cccc(F)c4)C3)C2)cc1 | i | i | 32%[activator] | -2% | i | 0.3% | 0% | 14% | 0.0% | i | i
COc1ccc(-n2c(-c3ccco3)n[nH]c2=S)cc1 | / | / | 5%[7.66 µM] | 1% | / | -0.2% | 1% | 3%[11.4 µM] | 0.6% | / | /
COc1ccccc1NC(=O)C1CCN(c2ncccn2)CC1 | ? | i | -3% | 1%[0.00368 µM] | i | -0.7% | 1% | 10% | -4.0% | i | ?
CC(=O)CCc1c(C)[nH]c2ccccc2c1=O | / | / | / | -1% | / | 2.3% | 2% | 3% | -1.7% | / | /
CC(=O)OCCN(Cc1ccccc1)Cc1ccc2c(c1)OCO2 | i | i | -5% | -2% | i | 0.1% | -2% | 29% | -1.3% | i | i
CN1CCN(C(=O)c2ccc(C(C)(C)C)cc2)CC1 | / | / | 8% | -2% | / | -3.8% | -2% | 2% | -2.1% | / | /
CCCCCc1c(C)nc(N2CCc3ccccc32)[nH]c1=O | ? | i | 6% | -1% | ? | 0.5% | 1% | 9% | 1.9% | i | i
CCCCNC(=O)c1ccc2c(c1)N(CC)C(=O)c1ccccc1S2(=O)=O | / | / | / | 0% | / | -0.6% | 1% | ? | -0.2% | / | /
O=C(NCc1cccnc1)/C(=N\O)c1ccccc1 | i | i | / | / | i | / | / | / | / | i | ?
COc1cccc(N2CC(O)Cn3c2nc2c3c(=O)n(CCCc3ccccc3)c(=O)n2C)c1 (stereo unspecified) | i | i | 29% | -1% | i | -1.5% | -3% | -4% | -0.9% | i | i
Cc1c(Cl)cc(C(C)(C)C)c(O)c1Cc1c(C)c(Cl)cc(C(C)(C)C)c1O | i | i | / | -1%[11.5 µM] | i | -0.2%[15.4 µM] | -2%[11.5 µM] | 2%[11.4 µM] | -0.1%[15.4 µM] | i | i
COc1ccc(N(CC(=O)Nc2ccc(C)c(C)c2)S(=O)(=O)c2c(C)n[nH]c2C)cc1 | i | i | 53%[activator] | -1% | i | -1.2% | 0% | -1% | 2.0% | i | i
Cc1ccc(-c2nc(CS(=O)CC(=O)N3CCN(c4ncccn4)CC3)c(C)o2)cc1 (stereo unspecified) | / | / | / | -5% | / | -0.7% | 0% | 5% | -2.6% | / | /
CN(C)CCOC(c1ccc(Cl)cc1)c1ccccn1 (stereo unspecified) | / | / | -7% | 0% | / | -0.1% | -1% | / | -4.9%[3.08 µM] | / | /
CCC[C@H]1C[C@H](C(=O)N[C@H]([C@@H]2O[C@H](SC)[C@@H](O)[C@H](O)[C@@H]2O)[C@H](C)O)N(C)C1 | i | i | 6%[17.1 µM] | 6%[25.7 µM] | i | 0.7%[34.4 µM] | 0%[25.7 µM] | 0%[25.6 µM] | -3.8%[34.4 µM] | i | i
CCOc1ccc(C(=O)c2nc3c(n2O)CCCC3)cc1 | / | / | -3% | 0% | / | -1.4% | -2% | 4% | -0.7% | / | /
CCOC(=O)N1CCC(NC(=O)c2cc(S(=O)(=O)N3CCOCC3)ccc2F)CC1 | ? | i | 4% | 0% | i | -0.3% | 0% | 18% | -0.6% | i | i
COC(=O)C1=C(C)NC(=O)CC1c1ccc(F)c(Br)c1 (stereo unspecified) | ? | i | 12% | 1% | i | 0.4% | 0% | -6% | -0.4% | i | i
Cc1nn(Cc2ccc(C(=O)Nc3ccc(C(=O)OC(C)C)cc3)o2)c(C)c1Cl | i | i | 36%[activator] | -3% | i | 0.0% | -4% | 23% | -0.8% | i | i
COc1ccc2cc3cc(C(=O)NCCCN4CCOCC4)oc3nc2c1 | i | 6.8e-06M* | 6% | -3% | 6.4e-06M* | -3.7% | -5% | 11% | 1.0% | i | i
Cn1c(CCN2CCOCC2)nc2cc(NC(=O)COc3ccccc3)ccc21 | i | ? | 1% | -1% | 1.1e-08M* | -1.2% | -1% | 27% | 1.3% | i | i
COc1ccc(-n2c(Cc3cccn3C)nnc2SCC(=O)Nc2ccc(Cl)cc2)cc1 | / | / | / | -5% | / | 0.2% | -3% | 0% | 4.1% | / | /
CCC(C)NC(=O)c1cc(OC)c(OC)c(OC)c1 (stereo unspecified) | i | i | -4% | 0% | i | -1.0% | -1% | 5% | -0.7% | i | i
Cc1ccc(C(=O)C2=C(O)C(=O)N(c3ncccn3)C2c2cccc(Cl)c2)o1 (stereo unspecified) | i | i | / | / | ? | / | / | / | / | i | i
O=C(c1cc(-c2ccc(Cl)cc2Cl)on1)N1CCOCC1 | i | i | -7% | -2% | i | -3.2% | -1% | 4% | 1.9% | i | ?
Cc1ccc(-n2ncc3c2ncn2c(-c4ccncc4)nnc32)cc1 | ? | i | 2% | 0% | ? | -0.4% | 3% | 4% | -0.3% | i | i
O=C(CCCOc1ccccc1)N1CCCc2ccccc21 | / | / | -3%[7.66 µM] | -3% | / | 1.8% | -1% | ? | 0.2% | / | /
Cc1cc(C(=O)N2CCC(C(F)(F)F)n3nccc32)on1 (stereo unspecified) | i | i | -6% | -1% | i | -2.1% | -3% | 2% | -0.5% | i | i
COc1ccc(C2c3c(oc4ccc(Cl)cc4c3=O)C(=O)N2Cc2ccco2)cc1OC (stereo unspecified) | i | i | 1% | 0% | i | 0.6% | -2% | -2% | -2.6% | i | i
CC(=O)Nc1ccc2c(c1)nc(CCN1CCOCC1)n2C | i | i | 4% | 0% | i | 0.2% | 0% | -2% | -2.1% | i | i
Cc1ccc2nc(Cc3ccc(N)cc3)oc2c1 | i | i | 98%[activator] | 0% | i | -0.5% | -1% | 2% | 0.4% | i | i
CCOC(=O)CSc1nnc(Cc2cc(=O)[nH]c(=O)[nH]2)n1-c1cccc(OC)c1 | i | i | -5% | 1% | ? | -1.2% | -1% | 9% | -4.4% | i | ?
COc1ccc(CCN2CC(O)=C(c3nc4ccccc4c(=O)[nH]3)C2=N)cc1OC | ? | ? | 11% | 2% | ? | 0.6% | -2% | 4% | 1.6% | i | i

Single values from above.
HEK293 cAMP cs, `CCOC(=O)CSc1nnc(Cc2cc(=O)[nH]c(=O)[nH]2)n1-c1cccc(OC)c1` reads 9%
USP2a inh, `CCOc1ccc(C(=O)c2nc3c(n2O)CCCC3)cc1` reads -3%

An excerpt from above, reduced to BRCT inh green.
| structure | BRCT inh green |
| --- | --- |
| Cc1ccc(-n2ncc3c2ncn2c(-c4ccncc4)nnc32)cc1 | -0.3% |
| O=C(CCCOc1ccccc1)N1CCCc2ccccc21 | 0.2% |

The list is partial, so the mix of outcomes need not match the whole.
